Bioassay records as filed in PubChem.
ERp5 block – inhibitors of human ERp5; Q15084; ERp5 insulin aggregation, absorbance 650 nm, 90 min; inhibition, % at 9.99 µM; 0.05% of 350,000 active; AID 651711;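 active means mean replicate inhibition above about 25%, with every replicate also reaching it, limit read from the data, passing the limit was not always enough; inconclusive means only one of those two criteria met; inactive means neither criterion met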
Target sequence (Q15084 whole entry, looked up): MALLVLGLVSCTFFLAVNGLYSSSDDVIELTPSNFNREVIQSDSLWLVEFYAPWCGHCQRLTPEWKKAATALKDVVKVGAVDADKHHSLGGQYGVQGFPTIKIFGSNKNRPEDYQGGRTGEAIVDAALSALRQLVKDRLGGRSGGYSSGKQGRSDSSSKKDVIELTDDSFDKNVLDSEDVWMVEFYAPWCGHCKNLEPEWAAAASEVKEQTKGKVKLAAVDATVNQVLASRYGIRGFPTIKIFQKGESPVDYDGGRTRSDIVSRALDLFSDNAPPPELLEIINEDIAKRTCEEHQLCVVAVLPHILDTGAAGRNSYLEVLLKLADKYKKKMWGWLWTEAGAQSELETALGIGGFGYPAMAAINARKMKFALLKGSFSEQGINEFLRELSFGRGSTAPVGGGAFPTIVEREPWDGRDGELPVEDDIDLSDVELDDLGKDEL
Cneo AK release – causes C. neoformans cell lysis; adenylate kinase release luminescence, 4 h; normalised: neutral wells 0, clomiphene wells 100; lysis activity, % at 15 µM; 0.2% of 360,000 active; AID 651654;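 active means mean lysis activity across replicates of at least 80%, whatever share of replicates individually reach that level; inactive means mean lysis activity below 80%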
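Material: C. neoformans cells | Amount: Yeast cell density of 5 × 10^6 cells/mL | Medium: Fresh YPD growth medium | Dosing: Single dose | Times: Static 4 h at 37 °C with compound, 1 h detection | Detection: AK luminescence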
C2C12 statin – suppression of simvastatin myotoxicity | rescue of ATP level, % at 7.49 µM | 0.78% of 330,000 active | C2C12 myotubes + simvastatin, ATP luminescence, 48 h; scaled: DMSO 0, geranylgeraniol control 100;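 active means mean ATP rescue above about 67%, or every replicate alone reaching that limit, limit read from the data, passing the limit was not always enough; inconclusive means no clear call, values can overlap the other calls; inactive means mean under the limit and some replicate under it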;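 further: myotubes were challenged with 10 µM simvastatin during compound exposure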
esBAF inh – inhibitors of esBAF chromatin remodeling in mouse ES cells | Bmi1-luciferase knock-in reporter, 24 h; 100% = twice the neutral-well signal | reporter increase, % at 12.5 µM | 2% of 350,000 active; in the data active means activation above about 40%; inconclusive means no clear call, values can overlap the other calls;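 further: 0% = median of the plate's neutral control wells and 100% = double that signal; a rise in the Bmi1 reporter signal indicates esBAF inhibition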
SIRT5 block – blocks human SIRT5 desuccinylation of peptide; 1.1% of 330,000 active; Purified SirT5, succinyl-peptide AMC, trypsin-coupled fluorescence; Q9NXA8; AID 652115; inhibition, % at 15 µM; in the data active means inhibition above about 15%; inconclusive means no clear call, values can overlap the other calls
Target sequence (Q9NXA8 whole entry, looked up): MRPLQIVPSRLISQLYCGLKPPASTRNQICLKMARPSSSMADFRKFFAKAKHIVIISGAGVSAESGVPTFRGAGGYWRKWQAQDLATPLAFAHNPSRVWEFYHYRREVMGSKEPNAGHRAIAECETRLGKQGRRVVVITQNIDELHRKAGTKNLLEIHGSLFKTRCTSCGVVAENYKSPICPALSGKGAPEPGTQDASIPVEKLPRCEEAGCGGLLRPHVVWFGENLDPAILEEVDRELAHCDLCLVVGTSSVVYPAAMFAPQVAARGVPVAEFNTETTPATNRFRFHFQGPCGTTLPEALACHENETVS
miR-122 sensor – inhibitors of miR-122 in Huh7 cells; activation (reporter increase), % at 12.5 µM; 0.3% of 340,000 active; Huh7 miR-122 Renilla luciferase sensor, 48 h; neutral wells = 0, positive control = 100; AID 602342;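 active means mean replicate activation score at least 90 and every replicate individually at or above 90; inconclusive means only one of the two criteria met; inactive means neither criterion met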;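 further: higher luciferase means less miR-122 activity so hits act as miR-122 inhibitors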
ARNT TACC3 PPI – disruptors of human ARNT/TACC3 interaction. Q9Y6A5. AlphaScreen His-ARNT PAS-B/GST-TACC3 binding, luminescence; TACC3 fragment carries E629A point mutation. inhibition, % at 9.99 µM. 0.66% of 390,000 active;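 active means mean inhibition of replicates at least 50% and at least half of replicates each reaching 50%; inconclusive means half or more replicates reach 50% but mean below 50%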;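 further: 0% = complete ARNT plus TACC3 wells and 100% = ARNT alone without TACC3; many hits fall short of the cut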
* = called active by the depositor; [ ] = dose if it differs, or a comment.

`O=C(COC(=O)c1ccc(S(=O)(=O)N2CCCCCC2)cc1)NCc1ccc(Cl)cc1` gave ERp5 block 0, Cneo AK release -1, C2C12 statin 1, esBAF inh -2, SIRT5 block 1, miR-122 sensor 1 and ARNT TACC3 PPI -4.
For CC1(C)CC2(CCO1)OC(=O)CC2C(=O)Nc1ccc(Cl)cc1[N+](=O)[O-] (configuration not stated) the results were ERp5 block -9, SIRT5 block -1 and ARNT TACC3 PPI -3.
For O=C(COC(=O)c1ccccc1Cl)Nc1cccnc1Cl the results were ERp5 block 3, Cneo AK release 0, C2C12 statin -3, esBAF inh 1, SIRT5 block -6 and miR-122 sensor -2.
`COC(=O)c1ccc(OCC(=O)c2cccc(OC)c2)cc1` gave ERp5 block 1, C2C12 statin 7, esBAF inh 38, SIRT5 block 1, miR-122 sensor -24 and ARNT TACC3 PPI 21.
`COc1ccc(/C=C/C(=O)c2c(O)cc(OC)cc2OC)cc1` gave ERp5 block 8, Cneo AK release 0, C2C12 statin -2, esBAF inh 47* and miR-122 sensor 2.
`Cc1cccc(/C=N/NC(=O)C(C)Nc2cccc3ccccc23)n1` (configuration not stated) gave Cneo AK release -6, C2C12 statin 12, esBAF inh 6, miR-122 sensor 9 and ARNT TACC3 PPI 16.
CC(=O)Nc1ccc(OCc2nnc(-c3ccccc3)o2)cc1 was read as ERp5 block 3, Cneo AK release -8, C2C12 statin 6, esBAF inh -9, SIRT5 block 0 and ARNT TACC3 PPI -2.
For Cn1c(=O)c2c(=O)cc(N)[nH]c2n(C)c1=O the results were ERp5 block 9, C2C12 statin -4, esBAF inh -7, SIRT5 block -6, miR-122 sensor -5 and ARNT TACC3 PPI -6.
For Cc1ccc(Cc2c(-c3ccc(C)cc3)nc3c(C)cc(Br)cn23)cc1 the results were ERp5 block 2, Cneo AK release 1, C2C12 statin 11, esBAF inh 5, SIRT5 block -2 and miR-122 sensor 1.
For COCCNC(=O)c1cc2c(-c3ccccc3F)nn(C)c2s1 the results were Cneo AK release 0, C2C12 statin -16, esBAF inh -3, miR-122 sensor 15 and ARNT TACC3 PPI 7.
For CCC(=O)N(C)C[C@H]1Oc2cc(-c3ccncc3)ccc2S(=O)(=O)N([C@@H](C)CO)C[C@@H]1C the results were ERp5 block -1, Cneo AK release -1, C2C12 statin -19, esBAF inh 4, SIRT5 block -1, miR-122 sensor -6[16.7 µM] and ARNT TACC3 PPI -5.
CCc1cc(CNC(=O)CC2C(=O)NCCN2Cc2cccc(OC)c2)on1 (configuration not stated) was read as ERp5 block 0, SIRT5 block 1 and ARNT TACC3 PPI 5.
COc1ccc(OCC(=O)N2CCCC2=O)c([N+](=O)[O-])c1 was read as ERp5 block 4, Cneo AK release 2, C2C12 statin 14, esBAF inh -5, SIRT5 block -3 and ARNT TACC3 PPI -2.
For COc1cccc(NC(=O)CSc2nc3ccccc3nc2N2CCOCC2)c1 the results were ERp5 block 2, Cneo AK release -4, C2C12 statin 9, esBAF inh 7, SIRT5 block 3 and ARNT TACC3 PPI -7.
`Clc1cccc(Cc2c(C3CCCCC3)nc3ccc(Cl)cn23)c1` gave ERp5 block 15, Cneo AK release 63, C2C12 statin 12, esBAF inh 2, SIRT5 block -1 and miR-122 sensor -1.
`O=C(Nc1ccc(F)cc1)N1C[C@@H]2[C@H](c3ccccc31)[C@H](CO)N2C(=O)c1cccnc1` gave ERp5 block 5, Cneo AK release 1, C2C12 statin 19, esBAF inh 0, SIRT5 block 9, miR-122 sensor 14[16.7 µM] and ARNT TACC3 PPI 1.
For O=C(Cn1cnc2c(oc3ccccc32)c1=O)c1ccccc1 the results were Cneo AK release -1, C2C12 statin 0, esBAF inh 70*, miR-122 sensor -2 and ARNT TACC3 PPI -3.
For O=C(CSc1nnc(Cc2cccs2)n1CCc1ccccc1)N1CCCc2ccccc21 the results were Cneo AK release 3, C2C12 statin 43, esBAF inh 1, miR-122 sensor 8 and ARNT TACC3 PPI -16.
`O=C(Nc1ccccc1N1CCN(C(=O)c2ccc(Cl)cc2)CC1)c1cccc([N+](=O)[O-])c1` gave ERp5 block -1, Cneo AK release 1, SIRT5 block 0, miR-122 sensor 2 and ARNT TACC3 PPI 0.
Screening Cc1nn(CC(=O)Nc2ccc(Cl)cc2)c(=O)c2cc(-c3ccccc3)nn12 returned ERp5 block -3, Cneo AK release -15, C2C12 statin 14, esBAF inh 2, SIRT5 block -3, miR-122 sensor 5 and ARNT TACC3 PPI 22.

Sorted by length of the SMILES (ascending): some entries from above
`Clc1cccc(Cc2c(C3CCCCC3)nc3ccc(Cl)cn23)c1` gave ERp5 block 15, Cneo AK release 63, C2C12 statin 12, esBAF inh 2, SIRT5 block -1 and miR-122 sensor -1.
COc1ccc(OCC(=O)N2CCCC2=O)c([N+](=O)[O-])c1 was read as ERp5 block 4, Cneo AK release 2, C2C12 statin 14, esBAF inh -5, SIRT5 block -3 and ARNT TACC3 PPI -2.
For CCC(=O)N(C)C[C@H]1Oc2cc(-c3ccncc3)ccc2S(=O)(=O)N([C@@H](C)CO)C[C@@H]1C the results were ERp5 block -1, Cneo AK release -1, C2C12 statin -19, esBAF inh 4, SIRT5 block -1, miR-122 sensor -6[16.7 µM] and ARNT TACC3 PPI -5.

Next section.
CCOC(=O)c1ccc(NC(=O)CCS(=O)(=O)Cc2ccccc2)cc1 was read as ERp5 block 3, Cneo AK release 6, C2C12 statin 3, esBAF inh 4, SIRT5 block -2 and ARNT TACC3 PPI 1.
Screening O=C(O)CCCC(=O)N1CCOCCOCCOCCOCC1 returned ERp5 block -2, Cneo AK release 1, C2C12 statin -7, esBAF inh -6, SIRT5 block -3, miR-122 sensor -12 and ARNT TACC3 PPI -4.
For Cc1ccc(S(=O)(=O)N2C[C@H]3C(=O)C[C@@H](c4ccccc4)N(S(=O)(=O)c4ccc(C)cc4)[C@H]3C[C@H]2c2ccccc2F)cc1 the results were ERp5 block -1, Cneo AK release 4, C2C12 statin -21, esBAF inh 0 and miR-122 sensor -4.
Screening O=C(N1CCCCC1)C1(S(=O)(=O)c2ccccc2)CC=CC1 returned ERp5 block 4, Cneo AK release -1, C2C12 statin 5, esBAF inh 6, miR-122 sensor -6 and ARNT TACC3 PPI -3.
For Cc1nn(-c2cc(C(F)(F)F)ccc2Cl)c2nc(C(F)(F)F)[nH]c(=O)c12 the results were Cneo AK release 0, miR-122 sensor 1 and ARNT TACC3 PPI -1.
For C[C@H](CO)N1C[C@H](C)[C@H](CN(C)C(=O)Nc2ccc(F)cc2)Oc2ccc(NC(=O)Cc3ccccc3)cc2C1=O the results were ERp5 block 0, Cneo AK release -1, C2C12 statin -1, esBAF inh -2, SIRT5 block 1, miR-122 sensor -4[16.7 µM] and ARNT TACC3 PPI 5.
For COCC(=O)Nc1ccc2c(c1)OC[C@H](C)N(CC1CC1)C[C@@H](C)[C@H](OC)CN(C)C2=O the results were ERp5 block 3, Cneo AK release -1, C2C12 statin -1, esBAF inh -3, SIRT5 block 2 and ARNT TACC3 PPI -2.
Screening CCCN(CCC)CC(O)Cn1c2ccccc2c2ccccc21 (configuration not stated) returned ERp5 block -9, SIRT5 block -4 and ARNT TACC3 PPI 3.
`C/C(=N/NC(=O)CNC(=O)c1cccnc1)c1ccccc1` gave ERp5 block 3, Cneo AK release 1, C2C12 statin -6, esBAF inh 4, SIRT5 block -5, miR-122 sensor 3 and ARNT TACC3 PPI 4.
Cc1c(CC(=O)O)c(=O)oc2cc(OCc3nn[nH]n3)ccc12 was read as Cneo AK release -1, C2C12 statin 2, esBAF inh 1, miR-122 sensor -5 and ARNT TACC3 PPI -5.
Clc1ccc(C[n+]2cc(-c3ccc(Cl)cc3)n3c2CCC3)cc1 was read as ERp5 block 0, SIRT5 block -3 and ARNT TACC3 PPI 2.
CN(C(=O)CSc1nnc(CNC(=O)c2ccccc2)o1)c1ccccc1 was read as ERp5 block 0, Cneo AK release 0, C2C12 statin 3, esBAF inh -8, SIRT5 block -1, miR-122 sensor 0 and ARNT TACC3 PPI -3.
Cc1ccc(OCCCOc2cccc3cccnc23)cc1C was read as Cneo AK release 20, C2C12 statin 26, esBAF inh 14, miR-122 sensor -5 and ARNT TACC3 PPI -11.
For CC(C)NC(=O)N(C)C[C@@H]1Oc2ncc(-c3ccccc3F)cc2C(=O)N([C@@H](C)CO)C[C@@H]1C the results were ERp5 block -2, Cneo AK release 0, C2C12 statin 11, esBAF inh 4, SIRT5 block 6, miR-122 sensor -4[16.7 µM] and ARNT TACC3 PPI -9.
C[C@H]1COC(=O)[C@@H](Cc2ccc(F)cc2)CC/C=C/C[C@@H](CC(=O)N(CCO)Cc2ccccc2)C(=O)N1 was read as ERp5 block -4, Cneo AK release 12, C2C12 statin 3, esBAF inh 6, SIRT5 block -2, miR-122 sensor 0 and ARNT TACC3 PPI -4.
Screening C[C@H](CO)N1C[C@H](C)[C@H](CN(C)Cc2cccc(F)c2)Oc2ncc(-c3cccc(F)c3)cc2C1=O returned C2C12 statin 21, esBAF inh -5 and miR-122 sensor -2[16.7 µM].
`Cc1ccc(Cn2c(Sc3ncccn3)nc3c2c(=O)[nH]c(=O)n3C)cc1` gave Cneo AK release -1, C2C12 statin 11, esBAF inh 0, miR-122 sensor 13 and ARNT TACC3 PPI -10.
`O=C(N/C(=C/c1ccccc1)C(=O)N1CCCCC1)c1ccc(Br)o1` gave ERp5 block 3, Cneo AK release -4, C2C12 statin -6, esBAF inh -3, SIRT5 block 8, miR-122 sensor 63 and ARNT TACC3 PPI 25.
For COc1cccc(-c2ccc3c(c2)O[C@@H](CN(C)C(=O)C2CCCCC2)[C@@H](C)CN([C@H](C)CO)S3(=O)=O)c1 the results were ERp5 block 0, Cneo AK release 4, C2C12 statin -6, esBAF inh -2, SIRT5 block inconclusive, miR-122 sensor 3[16.7 µM] and ARNT TACC3 PPI 1.
`CO[C@@H]1CN(C)C(=O)c2ccc(NS(=O)(=O)c3cn(C)cn3)cc2OC[C@@H](C)NC[C@H]1C` gave ERp5 block 4, Cneo AK release -5, C2C12 statin -9, esBAF inh -5 and ARNT TACC3 PPI -3.
`Cc1ccccc1NC(=O)C(Cl)=C(Cl)Cl` gave ERp5 block 3, Cneo AK release 3, C2C12 statin 15, esBAF inh -5, SIRT5 block -11 and miR-122 sensor -26.
Screening O=C(N[C@@H]1CC[C@@H](CCn2cc(-c3ccccc3)nn2)O[C@@H]1CO)c1ccccc1F returned ERp5 block 1, Cneo AK release -2, C2C12 statin -2, esBAF inh -9, SIRT5 block 0 and ARNT TACC3 PPI -8.
For Cc1cc(NC(=O)c2cccc(S(=O)(=O)N3c4ccccc4CC3C)c2)no1 (configuration not stated) the results were ERp5 block 7, Cneo AK release 1, C2C12 statin 7, esBAF inh 3, SIRT5 block -5, miR-122 sensor 24 and ARNT TACC3 PPI 2.
For OCCN(CC(O)Cn1ccc2ccccc21)CC(O)Cn1ccc2ccccc21 (configuration not stated) the results were Cneo AK release 0, C2C12 statin 8, esBAF inh 6, miR-122 sensor 47 and ARNT TACC3 PPI -3.
For CCOC(=O)c1c(C=O)c(C)n(Cc2ccc(C)cc2)c1C the results were C2C12 statin 1, esBAF inh 8, miR-122 sensor -7 and ARNT TACC3 PPI -9.
`Nc1ccc(Oc2ccc(Cl)cc2)cc1` gave Cneo AK release -9, C2C12 statin 0, esBAF inh -5, miR-122 sensor -18 and ARNT TACC3 PPI 1.
Screening O=C1Nc2ncccc2OC1CCCl (configuration not stated) returned ERp5 block -1, Cneo AK release -4, SIRT5 block -2 and miR-122 sensor -6.

Of the compounds above, 2 contain bromine.
For Cc1ccc(Cc2c(-c3ccc(C)cc3)nc3c(C)cc(Br)cn23)cc1 the results were ERp5 block 2, Cneo AK release 1, C2C12 statin 11, esBAF inh 5, SIRT5 block -2 and miR-122 sensor 1.
`O=C(N/C(=C/c1ccccc1)C(=O)N1CCCCC1)c1ccc(Br)o1` gave ERp5 block 3, Cneo AK release -4, C2C12 statin -6, esBAF inh -3, SIRT5 block 8, miR-122 sensor 63 and ARNT TACC3 PPI 25.
